M5 PAM: human M5 muscarinic receptor positive allosteric modulators, primary screen, CHO-K1 cells, Fluo-8 calcium fluorescence; CHO-K1 hM5, ACh EC20 PAM; 0% = ACh EC20, 100% = ACh EC100; activation, % at 3 µM; hit rate 0.3% among 360,000;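 active means activation above the run cutoff, the mean activation of all test compounds plus 3 SD, cut at about 18% in these data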
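system = human M5 receptor in CHO-K1 cells | reagent = EC20 acetylcholine as agonist stimulus | compound dosing = single-point, 3 µM nominal | incubation = Fluo-8 loading 80 min at 37 °C plus 30 min room temperature | detection = Fluo-8 calcium dye fluorescence, kinetic read | benchmarks = low control EC20 acetylcholine (0%), high control EC100 acetylcholine (100%)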
CHRM4 agonist: human M4 muscarinic receptor agonists, primary screen, CHO-K1 cells, Fluo-8 calcium fluorescence. CHO-K1 hM4/Gqi5; vehicle 0%, full acetylcholine response 100%. activation, % at 3 µM. hit rate 0.14% among 360,000. AID 624127, 2012;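 active means activation above the run mean over all test wells plus 3 SD, cut at about 32% in these data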;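 further: peak over basal fluorescence ratio per well then scaled between controls; 0% = DMSO wells and 100% = acetylcholine at EC100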
Target sequence (P08173 whole entry, looked up): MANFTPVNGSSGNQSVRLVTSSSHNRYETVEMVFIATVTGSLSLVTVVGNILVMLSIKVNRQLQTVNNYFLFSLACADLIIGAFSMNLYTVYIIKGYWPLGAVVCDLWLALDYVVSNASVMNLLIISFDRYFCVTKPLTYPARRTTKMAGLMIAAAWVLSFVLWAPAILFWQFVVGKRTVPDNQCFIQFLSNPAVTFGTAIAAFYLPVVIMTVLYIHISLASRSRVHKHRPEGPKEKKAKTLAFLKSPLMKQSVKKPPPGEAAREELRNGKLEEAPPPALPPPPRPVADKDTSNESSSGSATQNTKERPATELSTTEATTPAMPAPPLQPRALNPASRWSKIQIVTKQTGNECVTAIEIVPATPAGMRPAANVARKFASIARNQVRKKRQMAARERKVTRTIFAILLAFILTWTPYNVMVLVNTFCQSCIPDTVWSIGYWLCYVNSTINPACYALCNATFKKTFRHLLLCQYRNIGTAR
M1 PAM: human M1 muscarinic receptor positive allosteric modulators, primary screen, CHO-K1 cells, Fluo-8 calcium fluorescence, 1536-well; Muscarinic acetylcholine receptor M1 (Homo sapiens), P11229; CHO-K1 hM1, ACh EC20; 0% = ACh EC20, 100% = maximal ACh; activation, % at 3 µM; hit rate 0.088% among 360,000; in the data active means activation above about 19%, passing the limit was not always enough
Target sequence (P11229 whole entry, looked up): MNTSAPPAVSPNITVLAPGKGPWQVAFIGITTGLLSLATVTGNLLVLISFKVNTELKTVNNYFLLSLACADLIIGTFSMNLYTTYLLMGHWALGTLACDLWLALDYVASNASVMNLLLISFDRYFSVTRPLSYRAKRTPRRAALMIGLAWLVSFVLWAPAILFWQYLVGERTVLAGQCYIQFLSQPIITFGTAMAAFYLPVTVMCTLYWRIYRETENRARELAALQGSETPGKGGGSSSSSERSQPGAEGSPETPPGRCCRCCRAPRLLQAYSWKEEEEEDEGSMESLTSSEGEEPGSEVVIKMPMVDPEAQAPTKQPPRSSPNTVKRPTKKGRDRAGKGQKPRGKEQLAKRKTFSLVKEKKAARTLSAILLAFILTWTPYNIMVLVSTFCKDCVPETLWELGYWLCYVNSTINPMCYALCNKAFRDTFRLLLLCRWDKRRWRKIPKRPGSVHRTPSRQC
M5 antag: human M5 muscarinic receptor antagonists, primary screen, CHO cells, Fluo-8 calcium fluorescence | AID 624040, 2012 | CHO-hM5 cells, ACh EC80 | hit rate 0.59% among 360,000 | Muscarinic acetylcholine receptor M5 (Homo sapiens), P08912 | inhibition, % at 3 µM;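 active means inhibition above a per-plate cutoff, the mean of that plate's test compounds plus 3 SD, cut at about 27% in these data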;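 further: 0% = acetylcholine EC80 with DMSO and 100% = DMSO without agonist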
CRFBP-R2 agonist: agonists of CRF-BP/CRF-R2 complex, primary screen, cell-based, HEK293, calcium dye fluorescence, uHTS | calcium dye fluorescence (FLIPR); percent of saturating CRF peptide response | activation, % at 13.2 µM | CRF-binding protein / CRF receptor 2 complex (human) | hit rate 0.46% among 350,000;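 active means activation of at least 50%, plus an integration ratio under a set limit after plate pattern correction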;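 further: plate controls were neutral control wells without compound for no effect and CRF at EC100 for full effect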
CHRM5 agonist: human M5 muscarinic receptor agonists, primary screen, CHO-K1 cells, Fluo-8 calcium fluorescence; CHO-K1 hM5 cells; 0% DMSO wells, 100% maximal acetylcholine response; activation, % at 3 µM; hit rate 0.19% among 360,000; AID 624037, 2012;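 active means activation above the run's mean over test compounds plus 3 SD, cut at about 23% in these data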;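 further: signal is peak over basal fluorescence ratio across the kinetic read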
CHRM4 antagonist: human M4 muscarinic receptor antagonists, primary screen, CHO cells, Fluo-8 calcium fluorescence; Muscarinic acetylcholine receptor M4 (Homo sapiens), P08173; CHO-hM4 cells, ACh EC80; inhibition, % at 3 µM; hit rate 0.73% among 360,000;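 active means inhibition above its plate's cutoff, the mean inhibition of sample wells plus 3 SD, cut at about 27% in these data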;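 further: 0% = acetylcholine EC80 with DMSO and 100% = DMSO without agonist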
M1 antag: human M1 muscarinic receptor antagonists, primary screen, CHO-K1 cells, Fluo-8 calcium fluorescence, 1536-well | Muscarinic acetylcholine receptor M1 (Homo sapiens), P11229 | CHO-K1 hM1, ACh EC80 antagonist | inhibition, % at 3 µM | hit rate 1.3% among 360,000 | AID 588852, 2011;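 active means percent inhibition above its own plate's cutoff, namely the mean of that plate's compound wells plus 3 SD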;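 further: peak over basal fluorescence ratio during 140 s after agonist addition; 0% = ACh EC80 plus DMSO and 100% = DMSO alone without agonist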
CHRM4 PAM: human M4 muscarinic receptor positive allosteric modulators, primary screen, CHO-K1 cells, Fluo-8 calcium fluorescence. Muscarinic acetylcholine receptor M4 (Homo sapiens), P08173. CHO-K1 hM4/Gqi5, ACh EC20; 0% = ACh EC20, 100% = maximal ACh. activation, % at 3 µM. hit rate 0.4% among 360,000;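 active means activation above its plate's cutoff, the mean activation of sample wells plus 3 SD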; further: some results filed as inactive read as strong as hits
Active calls of the source: *; nt = not tested or not shown; & = joins results of further samples. An excerpt; count on the stated rates, not on these rows.

SMILES	M5 PAM	CHRM4 agonist	M1 PAM	M5 antag	CRFBP-R2 agonist	CHRM5 agonist	CHRM4 antagonist	M1 antag	CHRM4 PAM
O=C1NC(=O)C(=Cc2ccccc2[N+](=O)[O-])C(=O)N1	-1	0	-8	-10	4.4	3	-3	11	0
COC(=O)C1=C(c2ccc(Cl)c(C(F)(F)F)c2)C[C@@H]2CC[C@H]1N2C(=O)NCCNC(C)=O	5	0	0	-2	0.8	-4	-8	-3	10
CN(C)CCCN=Cc1c(O)n(CCc2ccccc2)c(=O)[nH]c1=O	-1	0	5	7	-0.6	-3	10	-7	-9
COc1ccc(OC)c(C2=NOC(C(=O)N3CCC4(CC3)OCCO4)C2)c1 (configuration not stated)	-5	1	3	1	-5.3	1	-1	-5	6
c1ccc(CCCN2CCN(CCOC(c3ccccc3)c3ccccc3)CC2)cc1	-19	7	-26	18	0.0	-1	47*	68	-18
CC(=NCc1ccc(F)cc1)c1c(O)n(C)c(=O)n(C)c1=O	-3	1	-3	7	-3.4	0	-5	4	13
CCOC(C[n+]1c(-c2ccccc2)cc(C)cc1-c1ccccc1)OCC	10	1	5	7	-1.3	-6	8	9	2
COc1nc(NCC2CCCO2)nc(N2CC3CC(C2)c2cccc(=O)n2C3)n1 (configuration not stated)	4	0	4	-3	0.9	2	-9	-5	-1
CCN(CC)P(=O)(NC(=O)C(Cl)(Cl)Cl)N(CC)CC.[Cl-].[Cl-].[Cl-].[Nd+3]	-8&1	13&1	-4&11	7&5	3.5&0.3	1&0	-4&2	-5&-8	-3&12
CCN(C(=O)COC(=O)Cc1ccccc1)c1c(N)n(Cc2ccccc2)c(=O)[nH]c1=O	9	3	16	-6	1.2	3	-1	-11	13
C=CCNC(=S)/N=C/c1c(O)[nH]c(=O)[nH]c1=O	5	1	13	-2	2.5	-1	-3	-6	6
COc1ccc(-c2cc(=O)c3c(OC)c(OC)c(OC)cc3o2)cc1	2	5	0	4	0.6	3	2	-2	-1
COC(=O)C[C@]1(C(=O)OC)CN(C#N)N(c2ccc(Cl)cc2)C12c1ccccc1-c1ccccc12	10	0	4	0	1.9	-3	0	-23	-9
CC(=O)N1CCN(Cc2ccc(Cl)nc2)CC1	-2	2	28*	2	2.4	-1	-5	-2	2
N#CC1C(C#N)C2CCC1C1C2N1c1ccccc1 (configuration not stated)	0	1	11	7	-0.6	-3	-7	-8	1
CN(C)CCNC(=O)c1cccn(Cc2cc(C(F)(F)F)cc(C(F)(F)F)c2)c1=O	-4	2	0	5	4.5	-5	-3	-3	2
Cc1ccc(-c2nc3ccccc3c(=O)n2-c2nccs2)cc1	-4	0	9	3	-0.4	2	1	-29	6
COC(=O)OCC12CCC(O1)C1(C)C(=O)OCC21 (configuration not stated)	-1	0	1	-2	-6.6	0	3	8	-1
COc1ccc(CN2CCCC(C(=O)c3ccccc3SC)C2)cc1O (configuration not stated)	-7	1	-2	12	-1.3	-13	-1	2	-2
COc1cc(C)c(-c2nc(CN3C[C@@H]4C[C@@H](C3)c3cccc(=O)n3C4)c(C)o2)cc1C	-6	-1	12	4	0.8	-3	-6	-7	3
O=C(c1ccccc1F)c1cn(Cc2ccc(F)cc2)c2ccccc12	-10	0	7	6	16	-2	-15	-11	1
CCOc1ccc(-c2cc(C)[n+](CCN(CC)CC)c(-c3ccc(OCC)cc3)c2)cc1	-3	2	-8	12	-1.7	-18	11	25	-10
CC(=O)N1CN2CN(C(C)=O)CC(C(=O)c3ccc(Br)cc3)(C2)C1	-2	2	4	1	-1.3	4	0	-1	7
CCSc1nnc(C(N)Cc2ccccc2)o1 (configuration not stated)	1	1	7	2	-1.4	-5	0	-5	2
CCOC(=O)C1(c2ccccc2)CCN(CCC(=O)Nc2ccc(F)cc2)CC1	-12	7	-10	10	1.1	-8	-4	8	-2
CCN(CCCl)Cc1ccccc1Br	0	0	2	-6	-1.0	3	0	-23	0
COC(=O)C1C(C(=O)O)C2(Cl)C(Cl)=C(Cl)C1(Cl)C2(Cl)Cl (configuration not stated)	14	0	2	2	-1.1	8	-3	-2	4
CC(=O)Nc1ccccc1C(=O)OCc1ccccc1F	-21	24	-3	11	-2.6	11	17	14	-13
N#CC1c2ccccc2-n2nncc2CN1S(=O)(=O)c1ccc(Cl)cc1 (configuration not stated)	10	0	14	-5	-1.8	0	-14	-20	5
O=C1NC(=O)N(Cc2ccccc2)C(=O)/C1=C\C=C\c1ccco1	-3	3	5	5	8.4	7	2	-3	-6
COC(=O)C1=C(c2cc3ccccc3s2)C[C@@H]2CC[C@H]1N2C(=O)N1CCCCC1	-14	-1	-1	17	-3.4	2	9	4	-4
O=[N+]([O-])c1ccc(CNCCc2ccccc2)cc1	2	2	4	5	1.1	-2	-16	-10	6
Cc1nn(CC(C)C)c(Cl)c1C(=O)O	0	0	4	-2	2.3	-8	-18	-4	0
N=c1n(CCO)c2ccccc2n1Cc1ccccc1	-1	0	8	7	-1.1	-4	-4	-5	-2
N#CC1=C(N)Oc2c(c(=O)sc3ccccc23)C1c1ccncc1 (configuration not stated)	4	2	7	4	-1.1	-6	-7	-8	7
C[C@@]12N[C@@H](Cc3ccccc31)c1ccccc12	-1&-10	2&1	0&2	1&-2	-2.1&1.1	1&18	-16&-9	-19&-29	8&5
CN(C)Cc1ccccc1OC(=O)N(C)C	-4	1	-3	-2	-0.5	-4	10	-11	0
CCOC(=O)c1ccc(N=C(C)c2c(O)[nH]c(=O)[nH]c2=O)cc1	-6	1	1	8	1.2	-6	1	-12	-4
COc1cccc(CN2CCN(c3ccc(F)cc3)CC2)c1OC	-6	1	3	4	0.2	-2	-4	-12	-1
COC(=O)C1=C(c2ccc(C(C)=O)cc2)C[C@@H]2CC[C@H]1N2C(=O)NCCNC(C)=O	3	3	11	2	-2.0	5	-7	-14	7

Two of the compounds above, field by field.
> N=c1n(CCO)c2ccccc2n1Cc1ccccc1
  M5 PAM: -1
  CHRM4 agonist: 0
  M1 PAM: 8
  M5 antag: 7
  CRFBP-R2 agonist: -1.1
  CHRM5 agonist: -4
  CHRM4 antagonist: -4
  M1 antag: -5
  CHRM4 PAM: -2
> N#CC1=C(N)Oc2c(c(=O)sc3ccccc23)C1c1ccncc1 (configuration not stated)
  M5 PAM: 4
  CHRM4 agonist: 2
  M1 PAM: 7
  M5 antag: 4
  CRFBP-R2 agonist: -1.1
  CHRM5 agonist: -6
  CHRM4 antagonist: -7
  M1 antag: -8
  CHRM4 PAM: 7

Next compounds follow.
SMILES	M5 PAM	CHRM4 agonist	M1 PAM	M5 antag	CRFBP-R2 agonist	CHRM5 agonist	CHRM4 antagonist	M1 antag	CHRM4 PAM
COC(=O)C1=C(c2ccc(C(C)=O)cc2)C[C@@H]2CC[C@H]1N2C(=O)N1CCCC1	-5	-1	2	13	1.0	-1	12	-8	-3
COC(=O)C1=C(c2cc3ccccc3s2)C[C@@H]2CC[C@H]1N2C(=O)NC1CC1	5	0	2	4	-1.4	-6	11	0	-1
Cn1c(O)c(C(c2ccncc2)c2c(O)n(C)c(=S)n(C)c2=O)c(=O)n(C)c1=S	1	0	4	5	-5.9	1	-7	-11	23
CC(C)n1cc(C(=O)N(CC(=O)NC(C)(C)C)Cc2ccccc2)cn1	4	0	1	-4	-0.5	-3	-3	-23	7
COc1cc(OC)c(OC)cc1CNCCc1ccc(OC)c(OC)c1	0	0	-3	7	0.1	-4	0	10	12
Cc1cc(C=C2C(=O)N(C)C(=S)N(C)C2=O)c(C)n1C1CCCCC1	5	1	8	-4	0.3	3	8	-15	11
CCOC(=O)C1C(=O)N(C)C2(C)CC1c1ccccc1O2 (configuration not stated)	-2	0	3	-5	1.1	-7	7	-4	-1
Cc1nnc2n1-c1ccc(Br)cc1C(c1ccccc1Cl)=NC2	-5	1	-1	3	-2.1	2	2	-4	7
CCNc1cc(N2CCN(C)CC2)ccc1[N+](=O)[O-]	-3	0	7	13	1.6	-4	-2	-9	-5
CCN(CC)C(=O)c1ccc(NC(=O)C2=C(C)OCCS2)cc1	6	2	10	-4	-3.1	-3	-16	-16	8
O=C(O)CCn1cc(C=C2C(=O)NC(=O)NC2=O)c(-c2ccc(Br)cc2)n1	10	0	10	-3	-2.5	-3	5	-16	19
CCOc1ccc(C(C)=O)cc1Cn1ccsc1=N	-5	2	-12	1	-2.0	-5	-3	16	-3
CCOC(=O)[C@]12Cc3cc(C)ccc3[C@H]1N(Cc1ccccc1)C(=O)c1cc(F)c(F)cc12	-6	-1	nt	-10	nt	-5	5	nt	-13
c1ccc(CCN2CCC3(CC2)OCCO3)cc1	9	1	8	6	0.5	-5	-5	-10	14
c1ccc(CN2COC3CCCCCC32)cc1 (configuration not stated)	-7	1	6	1	nt	1	1	-13	0
COc1ccc(NC(=O)N2C[C@@H]3C[C@@H](C2)c2cccc(=O)n2C3)cc1	2	0	9	1	-1.3	2	2	-16	3
CCCCn1c(O)c(C(C)=Nc2ccc(OCC)cc2)c(=O)[nH]c1=O	1	0	-3	-4	1.1	-2	-16	7	-6
COc1cc2nc(CN3CC=C(c4ccccc4)CC3)[nH]c(=O)c2cc1OC	6	2	3	-2	1.4	-3	-6	-6	7
CC(=Nc1ccc(F)cc1)c1c(O)n(C)c(=O)[nH]c1=O	3	0	-5	7	-1.0	-1	0	4	0
CC1CNCCN1c1ccc(Cl)cc1 (configuration not stated)	-5	3	1	9	11	-5	-7	-4	0
COc1cccc(C(c2nnnn2Cc2ccccc2)N2CCC(n3c(=O)[nH]c4ccccc43)CC2)c1OC (configuration not stated)	-8	9	0	10	nt	9	26	-1	-11
O=c1[nH]c2ccccc2n1C1CCN(C(c2cc3ccccc3o2)c2nnnn2Cc2ccccc2)CC1 (configuration not stated)	-17	23	-8	-2	nt	7	20	1	-11
O=C1NC(=O)C(CCc2ccccn2)(Cc2ccc3c(c2)OCO3)C(=O)N1CCc1ccccc1 (configuration not stated)	-10	2	-7	-3	0.0	-7	12	16	-5
CC12C(C(=O)O)C1(c1ccccc1)C2C(=O)O (configuration not stated)	-5	0	3	5	-0.9	3	1	-14	1
C=C1C2C[C@H](O)C(C)(C)[C@@]2(O)[C@H](O)C[C@]23C[C@@](C)(O)[C@H](CC[C@H]12)[C@H]3OC(C)=O (some centres not stated)	1	2	9	7	0.2	2	0	-9	8
CCSC(=O)N1CCCCCC1	-5	1	4	12	-2.3	1	-1	2	0
Nc1cc(Cl)c2nonc2c1[N+](=O)[O-]	-5	-1	-5	4	-2.6	-6	11	13	-3
COC(=O)[C@@H](c1ccccc1)C1CCCCN1 (some centres not stated)	-22	1	-5	21	-1.1	-6	-20	12	4
CCCCCc1nc2c(c(=O)c3ccccc3n2C)c(=O)n1C1CCCCCC1	2	1	-10	1	219*	3	2	1	-2
